Screening results deposited in PubChem BioAssay by National Center for Advancing Translational Sciences (NCATS).
GAA glycogen = qHTS Assay for Inhibitors and Activators of Human alpha-Glucosidase Cleavage of Glycogen. Lysosomal alpha-glucosidase (Homo sapiens), P10253. recombinant GAA, glycogen substrate, Amplex Red glucose oxidase fluorescence. Potency, µM (top dose mostly 76.4 µM), for the others: top-dose activity change, negative = inhibition, usual class: inhibitors. 300,000 tested, 0.38% active;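 further: 0% = full enzyme reaction and -100% = no-enzyme basal signal; the screen sought inhibitors and activators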
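Recombinant human enzyme (4 nM); glycogen substrate; 37 C, 40 min, pH 5.0. Readout: coupled glucose oxidase/Amplex Red fluorescence.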
IMPase Li cell = qHTS Assay for Identifying the Cell-Membrane Permeable IMPase Inhibitors: Potentiation with Lithium. CHO-M1 cells, IP1 TR-FRET (IP-One), carbachol + lithium. Potency, µM (highest dose often 59.4 µM), for inactives: top-dose activity, negative = IMPase inhibition, usual class: inhibitors. 210,000 tested, 0.35% active;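 further: IP1 builds up when IMPase is blocked and the TR-FRET signal falls; plate controls were basal vehicle for no effect and high inhibitor control for full effect; nearly all actives have a fitted effect of over 50% in size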
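CHO-M1, 2000 cells/well, 16–30 h culture; cpd + low Li+, 30 min 37C; lysis with d2-IP1/Eu-anti-IP1 Ab, 10 min RT; TR-FRET 665/620 ratio and 620 channel; AC50 via Hill.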
HTT ATP protect = qHTS Multiplex Assay to Identify Dual Action Probes in a Cell Model of Huntington: Cytoprotection (ATP) | PC12 HTT-Q103 induced, cytoprotection, ATP luminescence, 40 h | Potency, µM (series often up to 56.4 µM), for the others: cytoprotection (ATP increase), most hits filed as activators | 230,000 tested, 0.14% active | AID 1471, 2008;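 further: % of control where 0% means no effect; nearly all actives have a fitted effect of over 45% in size; toxic huntingtin expression switched on by the ecdysone agonist tebufenozide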
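PC12 cells with ecdysone-inducible HTT exon 1 Q103-GFP, induced with 100 nM tebufenozide and co-treated with library compounds in a dose series (1536-well, 1500 cells/well). Cytoprotection read as ATP content by ATPlite luminescence.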
GAA spleen mod = qHTS Assay for Inhibitors and Activators of Human alpha-Glucosidase From Spleen Homogenate | Potency, µM (top dose mostly 79.9 µM), inactives show top-dose activity change, negative = inhibition, most hits filed as inhibitors | 240,000 tested, 0.006% active | human spleen homogenate, 4-MU-alpha-glucoside fluorescence | Lysosomal alpha-glucosidase (Homo sapiens), P10253;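 further: 0% = enzyme with vehicle and -100% = no enzyme basal signal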
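Human spleen homogenate (1 ug) incubated with compounds and 1 mM 4-methylumbelliferyl-alpha-D-glucopyranoside in pH 5.0 citrate/phosphate buffer, 37 C, 40 min. Stopped at pH 10; 4-MU fluorescence (Ex 365/Em 440 nm); AC50 by Hill fit.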
GoLoco inh red = qHTS Assay for Inhibitors of RGS12 GoLoco Motif Activity (Red Fluorophore) | Gai1:RGS12 GoLoco peptide FP, rhodamine, 10 min | Potency, µM (titrated, usually from 61.6 µM), for the others: top-dose activity, negative = inhibition, usual class: inhibitors | 230,000 tested, 0.44% active; active means well fitted inhibition curve with a large enough effect, not every such curve was filed as active; inactive means no such curve, though single readings can be large or run the other way; further: on the % scale 0 is the no-effect control and ±100 the full control effect; nearly all actives have a fitted effect of over 30% in size; many of its hits are not listed in these tables
Target sequence (P63096 whole entry, looked up): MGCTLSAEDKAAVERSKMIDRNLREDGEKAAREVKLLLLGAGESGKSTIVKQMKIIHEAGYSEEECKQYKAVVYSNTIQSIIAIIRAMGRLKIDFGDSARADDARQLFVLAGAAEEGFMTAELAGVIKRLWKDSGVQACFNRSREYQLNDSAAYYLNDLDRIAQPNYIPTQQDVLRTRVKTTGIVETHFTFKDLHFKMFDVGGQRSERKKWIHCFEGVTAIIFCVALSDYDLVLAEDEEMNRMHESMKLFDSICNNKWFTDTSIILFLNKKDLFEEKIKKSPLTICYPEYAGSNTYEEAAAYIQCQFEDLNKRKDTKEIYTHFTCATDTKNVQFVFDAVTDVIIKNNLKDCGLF
HttQ103 aggreg = qHTS Multiplex Assay to Identify Dual Action Probes in a Cell Model of Huntington: Aggregate Formation (GFP). PC12 HttQ103-GFP aggregates, Acumen cytometry, 40 h. Potency, µM (top dose mostly 46.1 µM), for the others: at the highest dose activity change, negative = inhibition, actives largely listed as inhibitors. 220,000 tested, 1.1% active. AID 1688, 2009; further: on the % scale 0 is the no-effect control and ±100 the full control effect; nearly all actives have a fitted effect of over 60% in size
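Read-out: GFP aggregate count by laser scanning cytometer (488 nm excitation, 500-530 nm emission, 1–25 µm objects >6 SD above background). Cells: PC12, inducible HTTex1-Q103-GFP, 100 nM tebufenozide; compounds titrated.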
GAA inhib = qHTS Assay for Inhibitors of Human alpha-Glucosidase as a Potential Chaperone Treatment of Pompe Disease; Lysosomal alpha-glucosidase (Homo sapiens), P10253; purified human GAA, 4-MU-alpha-glucoside fluorescence; Potency, µM (series often up to 76.9 µM), for the others: at the highest dose activity change, negative = inhibition, hits mostly inhibitors; 200,000 tested, 0.005% active;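 further: plate controls were uninhibited enzyme wells for no effect and no-enzyme background for full effect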
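Fluorescence at Ex 365/Em 440 nm from 4-methylumbelliferone reported enzyme activity after 20 min at room temperature. Reactions used 4 nM enzyme and 400 uM substrate at pH 5.0; curves fitted with the Hill equation.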
* hit, by the source's call; & = joins results of further samples; [ ] = remark or other dose. Unless noted, the call rests on the fitted dose curve; in most records, active means well fitted curve in the direction sought with a large enough effect; inconclusive means small, poorly fitted or top-dose-only effect, or another doubt; inactive means no such curve, though single readings can be large; an effect the other way counts as inactive or inconclusive. Potency means the concentration at half of the fitted maximal effect.

For O=C(CN1CCCCCC1)Nc1ccc(Br)cc1 the results were GAA glycogen -7%, IMPase Li cell 17%[38.3 µM], HTT ATP protect -18%, GAA spleen mod -7%, GoLoco inh red -10%, HttQ103 aggreg -13% and GAA inhib 1%.
`CC(C)(C)c1csc(NC(=O)Nc2ccccc2)n1` gave GAA glycogen -4%, IMPase Li cell 16%, HTT ATP protect -41%[inhibitor], GAA spleen mod 4%, GoLoco inh red 3%, HttQ103 aggreg -9% and GAA inhib -3%.
For COc1ccc(Nc2cc(C(=O)NCc3ccccn3)c3ccccc3n2)c(OC)c1 the results were GAA glycogen -13%, IMPase Li cell 7%, HTT ATP protect -75%[inhibitor], GoLoco inh red 11%, HttQ103 aggreg -24% and GAA inhib -32%.
For COC(=O)[C@@]1(Cc2ccc(F)cc2)[C@H]2c3cc(C(=O)N4CCCC4)n(Cc4ccc(C(F)(F)F)nc4)c3C[C@H]2CN1C(=O)c1ccccc1 the results were GAA glycogen -3%, IMPase Li cell 12%&13%, HTT ATP protect 10µM*, GAA spleen mod 0%&-12%, GoLoco inh red 14%&19%, HttQ103 aggreg -11% and GAA inhib -12%.
Cc1ccc(C2N(c3ccccc3)C(=O)N3CCCN23)cc1 (centres undefined) was read as GAA glycogen 19%, IMPase Li cell 9%, HTT ATP protect -2%, GAA spleen mod 5%, GoLoco inh red 4%, HttQ103 aggreg 12% and GAA inhib -2%.
Screening Cc1nc2cnc(Nc3ccccc3)nc2n(C)c1=O returned IMPase Li cell -4%, HTT ATP protect -25%, GAA spleen mod -8% and GoLoco inh red 33%[activator].
O=C(NCc1ccccn1)C1CCN(S(=O)(=O)c2cccs2)CC1 was read as GAA glycogen 13%, HTT ATP protect -18%, GAA spleen mod 1%, HttQ103 aggreg -23% and GAA inhib -2%.
Screening CCN1C(=O)C(O)(CC(=O)c2cc(C)ccc2C)c2ccccc21 (centres undefined) returned GAA glycogen 4%, IMPase Li cell 16%[38.3 µM], HTT ATP protect 7%[10 µM], GAA spleen mod -17%, GoLoco inh red 7%, HttQ103 aggreg -8% and GAA inhib -3%.
Screening CN(C)c1ccc(CNc2ccc3c(c2)ncn3C)cc1 returned GAA glycogen -27%, IMPase Li cell 33%[38.3 µM], HTT ATP protect -69%[inhibitor], GAA spleen mod -14%, GoLoco inh red -1%, HttQ103 aggreg inconclusive and GAA inhib -6%.
For COCCCNS(=O)(=O)c1ccc(Oc2ncc(C(F)(F)F)cc2Cl)cc1 the results were GAA glycogen 0%, IMPase Li cell 32%[activator][38.3 µM], HTT ATP protect 27%[10 µM], GAA spleen mod -2%, GoLoco inh red 8%, HttQ103 aggreg -15% and GAA inhib -5%.
`COc1ccc(Cl)cc1NC(=O)CCN1CCOCC1` gave GAA glycogen 0%, HTT ATP protect 12%[10 µM], GAA spleen mod 4%, GoLoco inh red 2% and HttQ103 aggreg -6%[9.22 µM].
For CCOc1ccc(S(=O)(=O)NCCN2CCOCC2)c2ccccc12 the results were GAA glycogen 7%, IMPase Li cell -5%[38.3 µM], HTT ATP protect -11%, GAA spleen mod 1%, GoLoco inh red 8%, HttQ103 aggreg -15% and GAA inhib -2%.
Screening Cc1cc2oc(=O)cc(CN3CCc4ccccc43)c2cc1Cl returned GAA glycogen -11%, IMPase Li cell 13%[38.3 µM], HTT ATP protect -68%[inhibitor], GAA spleen mod -12%, GoLoco inh red 0%, HttQ103 aggreg 18% and GAA inhib -2%.
Cc1sc2ccccc2[n+]1CC(=O)O was read as GAA glycogen -5%, HTT ATP protect -14%[10 µM], GAA spleen mod 2%, GoLoco inh red 80%[activator] and HttQ103 aggreg 8%[9.22 µM].
O=C(O)c1cn(C2CCCCC2)c2ccccc2c1=O was read as GAA glycogen 2%, HTT ATP protect 19%[10 µM], GAA spleen mod 4%, GoLoco inh red 1% and HttQ103 aggreg 6%[9.22 µM].
`COc1cc(/C=C/C(=O)OCC(=O)Nc2ccc3c(c2)OCCO3)ccc1OCC#N` gave GAA glycogen 2%, IMPase Li cell -3%, HTT ATP protect -6%[10 µM], GAA spleen mod 18%, GoLoco inh red 4%, HttQ103 aggreg 3% and GAA inhib 6%.
Screening O=C(O)c1cccc(N2C(=O)CSC2c2c(F)cccc2Cl)c1 (centres undefined) returned GAA glycogen -3%, IMPase Li cell -1%, HTT ATP protect 18%[1.9 µM], GAA spleen mod -3%, GoLoco inh red 7%, HttQ103 aggreg -8% and GAA inhib -4%.
Screening COc1cc(C2/C(=C(/O)c3ccc(F)cc3)C(=O)C(=O)N2CCCC(=O)O)ccc1O (centres undefined) returned GAA glycogen inconclusive, IMPase Li cell 6%[38.3 µM], HTT ATP protect -15%, GAA spleen mod -4%, GoLoco inh red 9%, HttQ103 aggreg 4% and GAA inhib 8%.
Screening Cc1ccc2c(c1)-c1c(cnn1CC(=O)N1CCCN(Cc3ccccc3F)C1)CO2 returned GAA glycogen 10%, IMPase Li cell -2%, HTT ATP protect -2%, GAA spleen mod -3%, GoLoco inh red 2%, HttQ103 aggreg 11% and GAA inhib 2%.
CC1(C)OC(=O)C(=CNC(CCC(N)=O)C(=O)O)C(=O)O1 (centres undefined) was read as GAA glycogen -1%, IMPase Li cell 19%[38.3 µM], HTT ATP protect -14%, GAA spleen mod -1%, GoLoco inh red 10%, HttQ103 aggreg 11% and GAA inhib 1%.

In the list so far, 4 have an aryl methoxy group.
For COc1ccc(Nc2cc(C(=O)NCc3ccccn3)c3ccccc3n2)c(OC)c1 the results were GAA glycogen -13%, IMPase Li cell 7%, HTT ATP protect -75%[inhibitor], GoLoco inh red 11%, HttQ103 aggreg -24% and GAA inhib -32%.
`COc1ccc(Cl)cc1NC(=O)CCN1CCOCC1` gave GAA glycogen 0%, HTT ATP protect 12%[10 µM], GAA spleen mod 4%, GoLoco inh red 2% and HttQ103 aggreg -6%[9.22 µM].
`COc1cc(/C=C/C(=O)OCC(=O)Nc2ccc3c(c2)OCCO3)ccc1OCC#N` gave GAA glycogen 2%, IMPase Li cell -3%, HTT ATP protect -6%[10 µM], GAA spleen mod 18%, GoLoco inh red 4%, HttQ103 aggreg 3% and GAA inhib 6%.
Screening COc1cc(C2/C(=C(/O)c3ccc(F)cc3)C(=O)C(=O)N2CCCC(=O)O)ccc1O (centres undefined) returned GAA glycogen inconclusive, IMPase Li cell 6%[38.3 µM], HTT ATP protect -15%, GAA spleen mod -4%, GoLoco inh red 9%, HttQ103 aggreg 4% and GAA inhib 8%.

Continuation:
`O=C(O)c1cccnc1SCC(=O)C12CC3CC(CC(C3)C1)C2` gave GAA glycogen 7%, HTT ATP protect -12%[10 µM], GAA spleen mod -6%, GoLoco inh red 7% and HttQ103 aggreg -5%[9.22 µM].
`Cc1ccc(S(=O)(=O)N(C)CC(=O)Nc2nc3ccccc3s2)cc1` gave GAA glycogen -6%, IMPase Li cell 50%[activator][38.3 µM], HTT ATP protect -19%[0.074 µM], GAA spleen mod -10%, GoLoco inh red -1%, HttQ103 aggreg inconclusive and GAA inhib -10%.
Screening O=[n+]1c2c(n([O-])c3cc(F)ccc31)CCCC2 returned GAA glycogen 6%, IMPase Li cell 8%[38.3 µM], HTT ATP protect -10%, GAA spleen mod -1%, GoLoco inh red -6%, HttQ103 aggreg 1% and GAA inhib 3%.
`COc1ccc2c3c([nH]c2c1)C1CC2C(CC(O)C(OC)C2C(=O)O)CN1CC3` (centres undefined) gave GAA glycogen 8%, HTT ATP protect -33%[10 µM], GAA spleen mod -10%, GoLoco inh red 2% and HttQ103 aggreg -39%[9.22 µM].
For Cc1c(C(=O)NCc2ccco2)oc2ccc(S(=O)(=O)N3CCC4(CC3)OCCO4)cc12 the results were GAA glycogen -9%, IMPase Li cell 2%[38.3 µM], HTT ATP protect 3%, GAA spleen mod -12%, GoLoco inh red 7%, HttQ103 aggreg -6% and GAA inhib -9%.
O=C(O)c1nc(N2CCCC2)ncc1Cl was read as GAA glycogen -8%, IMPase Li cell 29%[38.3 µM], HTT ATP protect inconclusive, GAA spleen mod 4%, GoLoco inh red 0%, HttQ103 aggreg 4% and GAA inhib -7%.
Screening CCOC(=O)/C(=N/Nc1ccccc1)Sc1nnnn1-c1ccc(C)cc1 returned GAA glycogen 4%, IMPase Li cell -2%, HTT ATP protect 23%[10 µM], GAA spleen mod 4%, GoLoco inh red 12%, HttQ103 aggreg 27% and GAA inhib 5%.
For O=C(c1cccc(C(=O)N2CCN(c3ccccc3F)CC2)c1)N1CCN(c2ccccc2F)CC1 the results were GAA glycogen -6%, IMPase Li cell 55%[activator][38.3 µM], HTT ATP protect 13%[10 µM], GAA spleen mod -4%, GoLoco inh red 22%, HttQ103 aggreg 23% and GAA inhib 1%.
`O=C(C1=C[C@H](c2ccc3c(c2)OCO3)C[C@H](OCCCCO)O1)N1CCOCC1` gave GAA glycogen -4%, IMPase Li cell 3%, HTT ATP protect 6%[10 µM], GAA spleen mod -1%, GoLoco inh red 2% and HttQ103 aggreg 7%[9.22 µM].
Oc1ccc(/C=N/NC(=S)Nc2cccnc2)c(O)c1O was read as GAA glycogen inconclusive, HTT ATP protect 17%[10 µM], GAA spleen mod 1%, GoLoco inh red -15% and HttQ103 aggreg inconclusive.
Cc1cccc(CNc2ccnc(-c3ccoc3)n2)c1 was read as IMPase Li cell 16%, HTT ATP protect 6%, GAA spleen mod 8% and GoLoco inh red 27%.
Cc1cc2ccccc2c(=O)n1CC(=O)NCC(=O)N1CCN(c2ccccc2)CC1 was read as GAA glycogen -1%, IMPase Li cell -10%[38.3 µM], HTT ATP protect 8%, GAA spleen mod -4%, GoLoco inh red 11%, HttQ103 aggreg 12% and GAA inhib -2%.
Screening COc1ccc(-c2cc([C@H]3[C@@H]4C=CCC[C@@]4(C)C(=O)N3Cc3ccccc3)ccc2F)cc1OC returned GAA glycogen -7%, HTT ATP protect -16%[10 µM], GAA spleen mod -11%, GoLoco inh red -10% and HttQ103 aggreg 13%[9.22 µM].
For COc1ccccc1-c1nccc(NCc2cccs2)n1 the results were IMPase Li cell 27%, HTT ATP protect 4%, GAA spleen mod 10% and GoLoco inh red -5%.

These rows are one share of the data. The share of hits here may be higher or lower than overall.
